# Giardia kill: kills Giardia lamblia; Giardia lamblia trophozoite viability; activity change, % at 7.66 µM, hits read low; 0.15% of 340,000 active; AID 540267; in the data active = activity change below about -80%; inconclusive = between about -30% and that limit;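 also: parasites exposed to compound for two days anaerobically before the ATP read; % is scaled to controls: 0 for no effect and ±100 for the full control effect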
#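 Giardia trophozoites, 100 cells per well, were exposed to compounds for 48 hrs at 37 deg C under anaerobic conditions; viability was then read as ATP content by bioluminescence after 15-30 min at room temperature.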
# KCNH2 3.1 inh: blocks the human KCNH2 3.1 channel isoform; 0.95% of 340,000 active; U2OS KCNH2 3.1, thallium flux FluxOr; stronger effect = lower value; AID 720553; activity change, % (tested at about 1.8 µM);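 active = maximum activity change below -70%; inconclusive = maximum activity change from -70% to -50%; inactive = maximum activity change above -50%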;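 also: thallium influx rate constant from kinetic fluorescence after stimulation buffer; % is scaled to controls: 0 for no effect and ±100 for the full control effect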
#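 We transduce U2OS cells with the mutant 3.1 virus, culture them overnight, load FluxOr with Red40 quencher for 45 min, then add stimulation buffer and read kinetically for 2 min to derive a normalized rate constant.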
# GALK inh: galactokinase (human) inhibition; P51570; Purified GALK, Kinase-Glo residual ATP luminescence; Potency, µM (highest dose often 57.5 µM), for the others: at the highest dose activity change, negative = inhibition, usual class: inhibitors; 0.007% of 270,000 active; AID 1868; also: potency is read from the fitted curve at half-maximal effect; % is scaled to controls: 0 for no effect and ±100 for the full control effect
# Target sequence (P51570 whole entry, looked up): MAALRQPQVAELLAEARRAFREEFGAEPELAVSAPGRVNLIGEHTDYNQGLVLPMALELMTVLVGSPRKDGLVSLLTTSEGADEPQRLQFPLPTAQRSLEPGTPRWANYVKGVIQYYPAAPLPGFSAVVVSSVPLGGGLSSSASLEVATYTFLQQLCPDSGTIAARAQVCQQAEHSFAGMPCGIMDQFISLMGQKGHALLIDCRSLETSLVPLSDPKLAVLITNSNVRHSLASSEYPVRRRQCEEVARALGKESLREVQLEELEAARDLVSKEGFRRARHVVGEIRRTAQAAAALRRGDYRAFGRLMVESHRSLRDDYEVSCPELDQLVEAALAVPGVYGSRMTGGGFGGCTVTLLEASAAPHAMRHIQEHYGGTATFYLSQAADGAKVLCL
#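 ATP-depletion format; final 35 uM ATP, 100 uM D-galactose, 5 nM enzyme; pH 8.0 HEPES/Mg2+ buffer; 60 min RT; luminescence read 10 min after detection reagent.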
# FBPA coupling cs: coupling enzyme interference in Giardia aldolase counter-screen | coupling enzyme system counterscreen, AmpLite Red fluorescence | activity change, negative = inhibition, % at 58.2 µM, hits read low | 0.67% of 290,000 active | AID 2472; in the data active = activity change below about -30%; also: % is scaled to controls: 0 for no effect and ±100 for the full control effect
#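 Counterscreen lacking aldolase: glyceraldehyde-3-phosphate coupling-enzyme reagent preincubated 10 min at RT with compound (at 57.5 uM final), then substrate/coupling system with AmpLite Red added; fluorescence read at 525/598 nm after 20 min RT.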
# KCNH2 WT inh: inhibitors of human wildtype KCNH2 potassium channel; Q12809; U2OS, BacMam KCNH2, thallium flux FluxOr; stronger effect = lower value; activity change, % at 1.84 µM; 0.37% of 340,000 active; AID 720551;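 active = maximum activity change below -70%; inconclusive = maximum activity change between -70% and -50%; inactive = maximum activity change above -50%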; also: % is scaled to controls: 0 for no effect and ±100 for the full control effect
#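 U2OS cells transduced with wild-type KCNH2 virus are loaded with FluxOr dye for 45 min, and thallium flux is measured in kinetic reads before and after stimulation buffer. Rate constants are normalized to DMSO controls.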
# CXXC DNA block: MLL CXXC-DNA interaction inhibition; Q03164; MLL-CXXC / FITC-HOXA9 DNA fluorescence polarization; Potency, µM (titrated, usually from 115 µM), inactives show top-dose activity change, negative = inhibition, usual class: inhibitors; 0.037% of 290,000 active; AID 2662; active = well fitted inhibition curve with a large enough effect in the polarisation, with a control signal flat, not every such curve was filed as active; inconclusive = small, poorly fitted or top-dose-only effect, or effect the other way, or a change in a side signal; inactive = no such curve, though single readings can be large or run the other way; the % refers to the polarisation; also: potency is read from the fitted curve at half-maximal effect
#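 Purified MLL-CXXC (added from a 7 uM solution) was preincubated 5 min at ambient with pinned compounds in 50 mM Tris-HCl pH 7.5, 50 mM NaCl, 1 mM DTT, 0.05% BSA. Fluorescein-labeled HOX-A9 DNA (50 nM solution) followed, 30 min, then polarization read.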
# Menin MLL FP TR: menin-MLL binding inhibition, Texas Red mutant peptide | 0.23% of 270,000 active | AID 1768 | Potency, µM (highest dose often 61.6 µM), inactives show top-dose FP activity change, negative = inhibition, usual class: inhibitors | O00255 | Menin + Texas Red MLL mutant peptide, fluorescence polarization; active = well fitted inhibition curve with a large enough effect in the polarisation, with a control signal flat, not every such curve was filed as active; inconclusive = small, poorly fitted or top-dose-only effect, or effect the other way, or a change in a side signal; inactive = no such curve, though single readings can be large or run the other way; the % refers to the polarisation; also: potency is read from the fitted curve at half-maximal effect; % of control where 0% means no effect; many of its hits are not listed in these tables
# TRPV1 ag: activates the human vanilloid receptor TRPV1; Q8NER1; AID 540275; TRPV1-expressing cells, Fluo-8 calcium influx, agonist mode; activation, % at 8.33 µM; 0.19% of 320,000 active; in the data active = activation above about 80%; inconclusive = between about 30% and that limit; also: 0% is about no effect
#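 Cells expressing TRPV1 were dye-loaded with Fluo-8 and read kinetically: 10 s baseline, 3 min after compound (agonist portion), then 2 min after EC20 capsaicin (allosteric enhancer portion). Calcium-bound dye fluorescence at 480/520 nm.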
# B2AR arrestin: beta2AR (human) beta-arrestin recruitment activity; beta-arrestin recruitment to beta2AR, cell-based reporter; Potency, µM (series often up to 46.1 µM), inactives show top-dose activation, hits mostly activators; P07550; 0.02% of 330,000 active;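 also: potency is read from the fitted curve at half-maximal effect; 0% = DMSO controls and full agonism = EC100 isoproterenol or metaproterenol; nearly all actives have a fitted effect of over 65% in size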
# PKM2 activator: PKM2 (human) enzyme activation; 0.34% of 260,000 active; purified PKM2, Kinase-Glo ATP luminescence, activation; response scale: 0% is enzyme alone, no compound; Potency, µM (top dose mostly 57.5 µM), without a hit: top-dose activation, usual class: activators; P14618; also: potency is read from the fitted curve at half-maximal effect; % is scaled to controls: 0 for no effect and ±100 for the full control effect; nearly all actives have a fitted effect of over 55% in size
#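 Purified hPK-M2 (>95% pure) converted ADP (0.1 mM final) to ATP with 0.5 mM PEP in 50 mM imidazole pH7.2, KCl, MgCl2, Tween 20, BSA; 1 h at room temperature. ATP detected by Kinase-Glo luminescence.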
# USP2a block: USP2a (human) protease inhibition; O75604; USP2 core, Ub-CHOP2 coupled fluorogenic reporter, 485/531; Potency, µM (series often up to 38.3 µM), inactives show at the top dose activity change, negative = inhibition, hits mostly inhibitors; 0.01% of 330,000 active;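 also: potency is read from the fitted curve at half-maximal effect; plate controls were DMSO wells for no effect and full inhibition by NEM control for full effect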
# Target sequence (O75604 whole entry, looked up): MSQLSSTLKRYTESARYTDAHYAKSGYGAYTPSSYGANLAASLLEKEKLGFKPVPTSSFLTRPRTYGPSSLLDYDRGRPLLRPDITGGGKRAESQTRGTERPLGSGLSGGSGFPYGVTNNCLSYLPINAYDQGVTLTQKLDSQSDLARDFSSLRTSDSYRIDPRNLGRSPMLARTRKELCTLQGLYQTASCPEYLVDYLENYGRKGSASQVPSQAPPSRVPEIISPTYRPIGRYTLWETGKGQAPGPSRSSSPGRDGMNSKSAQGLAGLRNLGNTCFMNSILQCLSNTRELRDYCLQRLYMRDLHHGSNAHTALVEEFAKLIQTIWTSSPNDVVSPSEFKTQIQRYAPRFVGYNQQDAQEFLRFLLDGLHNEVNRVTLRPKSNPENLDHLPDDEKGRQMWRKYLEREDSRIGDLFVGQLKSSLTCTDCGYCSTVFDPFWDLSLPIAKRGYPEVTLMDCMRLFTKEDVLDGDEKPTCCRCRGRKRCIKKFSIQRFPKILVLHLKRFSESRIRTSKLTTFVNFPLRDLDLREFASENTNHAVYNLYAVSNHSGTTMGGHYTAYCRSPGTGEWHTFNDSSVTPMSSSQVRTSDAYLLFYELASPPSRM
#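 Deubiquitinase activity read as fluorescence (485/531 nm) after Ub-CHOP2 cleavage activates the enterokinase reporter on its substrate; USP2 core 10nM, Ub-CHOP2 and substrate 25nM each, 30min compound preincubation then 60min RT; data normalized to NEM, curves fitted.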
# Active calls of the source: *; ? = inconclusive; . = not tested or not shown; [ ] = another dose, or the depositor's remark. Unless noted, calls follow the shape of the dose curve; as a rule, active = well fitted curve in the direction sought with a large enough effect; inconclusive = small, poorly fitted or top-dose-only effect, or another doubt; inactive = no such curve, though single readings can be large; an effect the other way counts as inactive or inconclusive.
no.	smiles	Giardia kill	KCNH2 3.1 inh	GALK inh	FBPA coupling cs	KCNH2 WT inh	CXXC DNA block
1	COc1cccc(NC(=O)CCN2CCOCC2)c1	2	5	8%	3	-3	-2%
2	COc1ccc(S(=O)(=O)N2CCCCCC2)cc1C(=O)N1CCCC(C(F)(F)F)C1 (stereo unspecified)	3	4	.	.	0	.
3	CCCCn1nc(C(=O)Nc2ccc(-n3cnnn3)cc2)c2ccccc2c1=O	26	-17	.	.	-10	.
4	COC(=O)Cn1c(=O)c(C)nc2ccccc21	-8	4	2%	4	-11	6%
5	O=C(NCc1cccc(F)c1)c1cccc(OC2CCN(C(=O)C3CC3)CC2)c1	-20	-5	7%	.	-9	0%
6	C=CCNC(=O)c1cc(-c2ccc(Br)cc2)on1	-12	0	-1%	-1	-20	-1%
7	CCOC(=O)C1(Cc2cccc(OC)c2)CCCN(S(=O)(=O)N(C)C)C1 (stereo unspecified)	-1	26	1%	0	-6	-5%
8	COc1ccc(OCc2cc(C(=O)N3CCCC3)no2)c2ccccc12	9	8	-7%	-25	11	16%
9	CCOc1ccc(N(CC(=O)Nc2ccccc2OC)S(C)(=O)=O)cc1	-5	8	.	0	4	-5%
10	Cc1noc(C)c1COc1ccccc1C(=O)N(C)CC(=O)Nc1ccc(Cl)c(Cl)c1	-3	-13	.	.	2	.
11	O=C1N=NC(=O)N1c1ccccc1	-11	24	.	0	-2	-4%
12	COC(=O)CN(C#N)c1nc(NC(C)C)nc(OC)n1	13	3	-1%	2	-3	-15%

no.	Menin MLL FP TR	TRPV1 ag	B2AR arrestin	PKM2 activator	USP2a block
1	0%	-2	0.9%	-2%[11.5 µM]	-1%
2	.	25	-0.5%	.	-1%
3	.	-1	-2.6%	.	1%
4	7%	-9	-0.4%	0%	7%
5	.	-1	0.2%	2%	-2%
6	0%	26	-0.9%	-2%	-1%
7	-6%	1	-0.4%	2%	1%
8	1%	26	3.3%	0%	-2%
9	9%	1	-0.6%	-2%	0%
10	.	-4	0.3%	.	0%
11	12%	0	0.5%	0%	3%
12	-6%	-1	0.2%	-7%	2%

# Next part (3 carried over from the part before).
no.	smiles	Giardia kill	KCNH2 3.1 inh	GALK inh	FBPA coupling cs	KCNH2 WT inh	CXXC DNA block
10	Cc1noc(C)c1COc1ccccc1C(=O)N(C)CC(=O)Nc1ccc(Cl)c(Cl)c1	-3	-13	.	.	2	.
11	O=C1N=NC(=O)N1c1ccccc1	-11	24	.	0	-2	-4%
12	COC(=O)CN(C#N)c1nc(NC(C)C)nc(OC)n1	13	3	-1%	2	-3	-15%
13	CC(C)Oc1ccc(C(=O)Nc2c3c(nn2C(C)(C)C)CS(=O)(=O)C3)cc1	-5	5	-2%	3	3	28%
14	N#Cc1nc(-c2cccs2)oc1NCCN1CCOCC1	21	4	-3%	-1	-2	-4%
15	O=C(NCCCN1CCOCC1)c1cc(S(=O)(=O)N2CCOCC2)ccc1Cl	-3	-9	.	.	6	.
16	CC1(C)CC(N=c2cc(-c3ccccc3)oc3ccc(Cl)cc23)CC(C)(C)N1	?	2	-2%	4	-2	?
17	Cc1nn(C(C)C(=O)NC2CCCCCC2)c(=O)c2nn(-c3ccccc3)c(C)c12 (stereo unspecified)	-6	12	1%	.	-6	5%
18	CCCOC(=O)Nc1nc2ccccc2o1	-14	13	0%	-5	-3	13%
19	COc1ccc(C(CCN(Cc2ccc(OC)c(OC)c2)C(C)=O)C(C)C)cc1 (stereo unspecified)	-25	-25	3%	3	-14	9%
20	CC(C)C1Oc2ccccc2N(CC(=O)N(Cc2ccncc2)Cc2ccco2)C1=O (stereo unspecified)	29	4	1%	4	17	3%
21	CCOc1ccc(CCNC(=O)CN2CCN(Cc3ccc(F)cc3)C2=O)cc1OCC	13	15	2%	4	-2	-3%
22	Cc1cc(S(=O)(=O)NCc2ccc3c(c2)OCO3)ccc1F	?	3	1%	0	-8	-3%
23	COc1ccc(-c2cc(=O)oc3cc(OCC(=O)NCCN4CCOCC4)ccc23)cc1	14	1	-3%	-3	-1	-5%
24	S=c1[nH]nc(CSCc2ccccc2Cl)n1C1CCCCC1	-9	6	-1%	2	3	23%

no.	Menin MLL FP TR	TRPV1 ag	B2AR arrestin	PKM2 activator	USP2a block
10	.	-4	0.3%	.	0%
11	12%	0	0.5%	0%	3%
12	-6%	-1	0.2%	-7%	2%
13	-15%	-2	0.5%	.	0%
14	.	.	-0.3%	0%	0%
15	.	.	-0.2%	.	-7%
16	-11%	18	-0.2%	-4%	2%
17	.	-1	0.2%	.	-2%
18	-3%	2	0.1%	-11%	1%
19	?	19	0.5%	.	2%
20	6%	18	0.1%	?	4%
21	-14%	-9	-0.3%	2%	1%
22	4%	4	-0.4%	4%	0%
23	-4%	1	0.2%	0%	0%
24	-11%	3	0.2%	15%	0%

# Going on with the list.
no.	smiles	Giardia kill	KCNH2 3.1 inh	GALK inh	FBPA coupling cs	KCNH2 WT inh	CXXC DNA block
25	CC(C)Cc1cc(C(=O)N2CCCC(C(=O)c3cc(F)ccc3F)C2)no1 (stereo unspecified)	1	-5	0%	.	-9	9%
26	O=c1oc2ccccc2c(NC2CCCCC2)c1NS(=O)(=O)c1ccc(Cl)cc1	-16	16	-2%	.	-4	-16%
27	Cc1ccc(NC(=O)C2CCCN2S(=O)(=O)c2ccc3c(c2)n(C)c(=O)c(=O)n3C)cc1 (stereo unspecified)	22	11	3%	3	-15	-2%
28	N#CCN=C(c1ccccc1)c1ccccc1	-4	3	.	.	2	.
29	CCCCCn1c(SCCC(C)C)nc2c1c(=O)[nH]c(=O)n2C	11	-4	-1%	2	4	0%
30	CC12CCC(C[N+](C)(C)C1)C2(C)C (stereo unspecified)	2	4	-3%	-3	30	0%
31	COc1cc2c(cc1OC)C1(CCCC1)C(N)=C2C#N	15	4	1%	2	0	7%
32	CCOC(=O)N1CCc2c(sc(NC(=O)Cc3ccccc3)c2C(=O)c2ccc(OC)cc2)C1	-3	-6	7%	3	3	-4%
33	CCOc1cc(C(=O)Nc2cccc(OCC(=O)N3CCOCC3)c2)cc(OCC)c1OCC	17	14	11%	6	9	6%
34	CCc1nnc(NC(=O)c2ccc(Cl)c(S(=O)(=O)N3CCc4ccccc43)c2)s1	6	1	0%	8	3	-3%
35	COCCN(C(=O)c1ccc(N2CCCC2=O)cc1)c1c(N)n(Cc2ccccc2)c(=O)[nH]c1=O	4	-7	.	.	-4	.
36	CSCC[C@H](NC(=O)c1ccc2ccccc2c1)C(=O)N1CCC2(CC1)NCCc1[nH]cnc12	15	-14	5%	.	12	-3%

no.	Menin MLL FP TR	TRPV1 ag	B2AR arrestin	PKM2 activator	USP2a block
25	.	?	0.2%	.	4%
26	.	21	0.4%	.	-1%
27	.	-4	-0.4%	-1%	1%
28	.	4	0.2%	.	0%
29	-16%	?	-0.1%	-1%	0%
30	-11%	1	-0.2%	8%	2%
31	17%	1	0.2%	-1%	2%
32	.	?	0.0%	2%	3%
33	-1%	2	-0.1%	-4%	1%
34	?	-2	0.1%	5%	2%
35	.	3	0.2%	.	4%
36	.	0	-0.2%	.	-1%

# Later entries.
no.	smiles	Giardia kill	KCNH2 3.1 inh	GALK inh	FBPA coupling cs	KCNH2 WT inh	CXXC DNA block
37	CN(C)S(=O)(=O)c1ccc(C(=O)NCCSc2ccccc2)cc1	-5	10	-4%	-10	-4	4%
38	CCOC1Cc2ccccc2N(C(N)=O)c2ccccc21 (stereo unspecified)	4	-7	1%	5	15	15%
39	O=C(Nc1c2c(nn1-c1ccc(F)cc1)CS(=O)(=O)C2)c1ccc(Br)o1	-2	14	-3%	.	6	-8%
40	Clc1ccc(-n2ncc3c(NCc4cccs4)ncnc32)cc1	-5	5	-1%	0	2	2%
41	COCCCNc1nc(N)c([N+](=O)[O-])c(NC2CCCCC2)n1	-22	-2	0%	0	-7	15%
42	CCOc1ccc(-c2onc(C(F)(F)F)c2-c2cscn2)c(O)c1	-10	-2	0%	-21	3	1%

no.	Menin MLL FP TR	TRPV1 ag	B2AR arrestin	PKM2 activator	USP2a block
37	1%	0	0.3%	-5%	0%
38	8%	-2	10%	5%	8%
39	.	-2	0.2%	.	1%
40	-15%	4	-0.9%	1%	3%
41	-11%	19	-1.1%	.	-1%
42	21%	-2	-1.7%	2%	0%

# These rows are one share of the data; count on the stated rates, not on these rows.
